Screens from PubChem.
ERAP1 inh: human ERAP1 aminopeptidase inhibitors, primary screen, biochemical, single point, plate reader; recombinant ERAP1, Leu-AMC fluorescence, 60 min; inhibition, % at 10.7 µM; 340,000 compounds, 0.15% hits;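 active means mean replicate inhibition of at least 30%, or all replicates individually reaching that 30% level; inactive means mean below 30% and not every replicate reaching it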;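 further: 0% = neutral control wells and 100% = L-leucinethiol positive control wells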
E-selectin induc: E-selectin induction in HUVECs, primary screen, imaging, HUVEC, immunofluorescence imaging, single point | P16581 | normalized: neutral wells 0, TNF-alpha wells 100 | activation, % at 7.58 µM | 260,000 compounds, 0.37% hits;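 active means mean E-selectin-positive cell signal at least 10% of the positive control, reached in at least 60% of replicates, without over 20% cell loss; inconclusive means no rule given, readout overlaps actives, possibly toxicity-flagged; inactive means the rest, including those meeting only one limit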;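 further: in these data hits start at about 27%; measured in HUVEC primary endothelial cells; signal is the percent of cells scored E-selectin positive by PE staining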
Target sequence (P16581 whole entry, looked up): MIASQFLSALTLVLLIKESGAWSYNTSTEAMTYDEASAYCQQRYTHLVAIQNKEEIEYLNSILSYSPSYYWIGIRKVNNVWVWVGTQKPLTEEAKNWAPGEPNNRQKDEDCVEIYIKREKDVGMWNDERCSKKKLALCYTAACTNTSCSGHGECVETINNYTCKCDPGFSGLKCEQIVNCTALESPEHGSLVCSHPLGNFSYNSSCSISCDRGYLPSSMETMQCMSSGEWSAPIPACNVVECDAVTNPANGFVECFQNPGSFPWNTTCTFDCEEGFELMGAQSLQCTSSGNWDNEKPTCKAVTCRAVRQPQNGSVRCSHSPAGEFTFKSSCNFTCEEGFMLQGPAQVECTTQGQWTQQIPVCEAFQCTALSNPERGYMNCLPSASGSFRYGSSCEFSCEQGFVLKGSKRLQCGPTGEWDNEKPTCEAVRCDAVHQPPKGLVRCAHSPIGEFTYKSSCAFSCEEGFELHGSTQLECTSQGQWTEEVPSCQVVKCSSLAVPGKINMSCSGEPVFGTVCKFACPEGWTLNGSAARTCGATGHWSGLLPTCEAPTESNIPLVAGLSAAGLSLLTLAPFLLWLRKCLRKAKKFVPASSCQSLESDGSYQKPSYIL
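assay system = HUVEC, human umbilical vein endothelial cells | input = 3,000 HUVEC seeded per well | medium = EGM-2 growth medium on 0.1% gelatin-coated wells | dosing = one compound dose added by pin transfer | signal = immunofluorescence imaging | read-out basis = % PE-positive cells | control set = TNF-alpha, DMSO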
RAD52 anneal inh: RAD52 DNA annealing inhibitors, primary screen, biochemical, FRET, single point, set 2; 360,000 compounds, 0.46% hits; inhibition, % at 18.7 µM; AID 651710, 2012; recombinant RAD52 DNA annealing, FRET fluorescence;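 active means every replicate showing at least 50% inhibition; inconclusive means mean inhibition at least 50% but not in every replicate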
Target sequence (P43351 whole entry, looked up): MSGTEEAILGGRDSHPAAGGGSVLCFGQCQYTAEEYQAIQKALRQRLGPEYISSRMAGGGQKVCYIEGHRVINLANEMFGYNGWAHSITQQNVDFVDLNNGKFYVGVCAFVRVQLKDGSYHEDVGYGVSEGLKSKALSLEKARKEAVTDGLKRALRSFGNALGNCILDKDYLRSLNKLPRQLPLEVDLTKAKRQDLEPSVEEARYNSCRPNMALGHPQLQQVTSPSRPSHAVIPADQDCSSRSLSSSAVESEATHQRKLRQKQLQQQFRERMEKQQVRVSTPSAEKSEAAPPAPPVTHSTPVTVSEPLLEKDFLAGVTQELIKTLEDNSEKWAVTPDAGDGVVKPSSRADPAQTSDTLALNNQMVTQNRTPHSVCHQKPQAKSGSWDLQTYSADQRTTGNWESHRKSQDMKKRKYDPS
Starred values were filed as active, the others as inactive; i = inactive; u = inconclusive.

The first 2 compounds (preview)
SMILES	ERAP1 inh	E-selectin induc	RAD52 anneal inh
COC(=O)[C@H](CC(C)C)NC(=O)N1CCCCC1C (stereo partly drawn)	-1.5	1.0	-1.7
CC1=[N+](C)N(c2ccccc2)C(=O)C1N=Cc1ccc(Cl)cc1 (stereo not drawn)	-1.1	0.0	-10.5

Main list (from the top)
SMILES	ERAP1 inh	E-selectin induc	RAD52 anneal inh
COC(=O)[C@H](CC(C)C)NC(=O)N1CCCCC1C (stereo partly drawn)	-1.5	1.0	-1.7
CC1=[N+](C)N(c2ccccc2)C(=O)C1N=Cc1ccc(Cl)cc1 (stereo not drawn)	-1.1	0.0	-10.5
CN(C[C@H]1N[C@H](CO)[C@@H]1c1ccc(-c2cccnc2)cc1)C(=O)NC1CCCC1	0.3	0.1	-22.6
COc1ccc(C(=O)Nc2ccccc2C(=O)N2CCCCC2C)cc1 (stereo not drawn)	-5.1	-0.1	3.0
COc1ccccc1-c1ncn(Cc2cccc(-c3ccccc3)c2)c1-c1ccco1	-1.7	2.1	-107.8
CC(C)c1[nH]nc2c1C(c1ccc(Br)cc1)NC2=O (stereo not drawn)	1.7	-0.1	0.6
CN1CCN(C(=O)/C(C#N)=C/c2ccc(F)cc2)CC1	-2.5	2.6	-16.1
O=C(CCS(=O)(=O)c1ccccc1)Nc1ccccc1F	-0.5	0.1	2.5
COC(=O)[C@]12C[C@H](CC(=O)NCc3cccc(C(F)(F)F)c3)C(=O)N(CCC3=CCCCC3)C1=C[C@H](COCc1ccccc1)O[C@@H]2C	-0.6	-0.1	-9.3
COc1ccc(C(=O)NC(=S)Nc2ccccc2[N+](=O)[O-])cc1OC	1.0	0.0	1.7
CCCCCCCCN1C(=O)[C@H](CC(=O)N2CCN(C(=O)C3CC3)CC2)C[C@@]2(C(=O)OC)CC(C)(C)CC=C12	1.8	0.1	-1.1
COC(=O)[C@]12CCCCC=C1N(Cc1cccc3ccccc13)C(=O)[C@H](CC(=O)NCc1ccc(C)o1)C2	-3.0	-0.1	-24.3
COc1cc(CC(=O)Nc2cccc(C(F)(F)F)c2)cc(OC)c1OC	3.5	u	-13.8
O=c1[nH]c(-c2ccccc2)cn1C1CCN(Cc2ccc(-c3nc4ccc(Br)cc4nc3-c3ccccc3)cc2)CC1	0.1	-0.1	-20.8
NC(=O)CSc1nnc(NC(=O)c2ccc3ccccc3c2)s1	3.3	-0.2	0.1
CC(C(=O)N1CCOCC1)N1C(=O)c2cccc3cccc(c23)C1=O (stereo not drawn)	20.3	3.0	-15.2
Cc1cccc(NC(=O)Nc2cnccn2)c1	-2.3	-0.1	-11.3
COc1ccc(Oc2nc3c(C)cccn3c(=O)c2/C=C(\C#N)C(N)=O)cc1	-12.3	0.0	-21.0
Cn1c(NC(=O)c2ccc(F)cc2)c(-c2cccs2)c(=O)c2ccccc21	2.7	u	-1.3
CCOC(=O)Cn1c2c(n(-c3ccc(F)cc3)c1=O)C=C(c1ccccc1)[C@@H](C)C(C(=O)N(C)C1CCCCC1)=C2	0.3	-0.1	-7.4
O=C(N/N=C1/CCc2ccccc21)C1CC1	-2.8	1.7	-2.7
O=C(N[C@H](C(=O)N1CCC[C@H]1C(=O)NC1CCCC1)C1CCCCC1)c1ccc(Cl)c(Cl)c1	0.7	-0.1	-6.2
Cc1ccc(C(=O)N/C(=C/C=C\c2ccccc2)C(=O)NCc2ccco2)cc1	0.7	0.0	-10.3
COc1ccccc1-c1ccc(SCc2cccc(F)c2)nn1	-3.3	22.4	-38.2
CCOC(=O)/C(C#N)=C1\CCCN1CC(N)=S	-2.7	-0.1	-19.2
C/C(Cc1ccccc1)=N\NC(=O)CNC(=O)COc1ccccc1	4.6	2.8	-4.1
O=S(=O)(c1cccc(F)c1)N1CCC(CO)(Cc2cccc(F)c2)CC1	0.1	0.7	-9.3
CN(C)c1ccc2c(c1)[C@@H]1C[C@@H](CC(=O)N3CCCCC3)O[C@H](CO)[C@@H]1O2	0.2	0.8	-152.7
COc1ccc2c3c(n(C)c2c1)[C@@H](CO)N(C(=O)CN1CCOCC1)CC31CN(Cc2ccncc2)C1	5.3	0.6	-0.9
C[C@@H]1C=CCCO[C@]12C(=O)N(Cc1ccccc1C(F)(F)F)c1cccc(Br)c12	-0.3	-0.3	-5.1
CS(=O)(=O)N1CCCC(C(=O)c2cccc(Cl)c2)C1 (stereo not drawn)	-1.3	-0.1	-14.5
Cc1ccc(C(=O)Oc2coc(CSc3nnc(NC(=O)C4CC4)s3)cc2=O)cc1	-0.1	-0.2	-15.4
c1ccc(COCCc2cn(Cc3ccccc3)c3ccccc23)cc1	0.0	1.7	-39.7
O=C1CC(NNC(=O)c2cccc(F)c2)C(=O)N1 (stereo not drawn)	1.1	-0.3	-0.8
COc1ccc(C2=NN(C(=O)CSc3nc4ccccc4s3)C(c3ccc(F)cc3)C2)cc1 (stereo not drawn)	10.0	3.2	-9.4
Cc1cc(NC(=O)C(C)SCC(=O)OC(C)C(=O)Nc2ccc(F)cc2Cl)no1 (stereo not drawn)	-2.0	0.2	-12.2
CC1(C)CC(=O)/C(=C\c2cccc([N+](=O)[O-])c2)C(C)(C)N1	7.9	-0.2	2.8
Cc1cccc(C)c1NC(=O)C1(C)CN(S(C)(=O)=O)CC(=O)N1CCc1c[nH]c2ccccc12 (stereo not drawn)	-3.6	0.0	-16.8
COC(=O)c1ccc(CN2C(=O)[C@]3(OCCC=C[C@H]3C)c3ccccc32)cc1	3.3	u	-0.6
CCOc1cc(C=O)cc(Br)c1OCC(=O)NCCc1ccccc1	10.2	0.8	-11.4

In another format: entries from further up
Results follow in this order: ERAP1 inh	E-selectin induc	RAD52 anneal inh
COc1ccccc1-c1ccc(SCc2cccc(F)c2)nn1
    -3.3	22.4	-38.2
O=C(N[C@H](C(=O)N1CCC[C@H]1C(=O)NC1CCCC1)C1CCCCC1)c1ccc(Cl)c(Cl)c1
    0.7	-0.1	-6.2
COc1ccc(C2=NN(C(=O)CSc3nc4ccccc4s3)C(c3ccc(F)cc3)C2)cc1 (stereo not drawn)
    10.0	3.2	-9.4
O=C1CC(NNC(=O)c2cccc(F)c2)C(=O)N1 (stereo not drawn)
    1.1	-0.3	-0.8

Following part:
SMILES	ERAP1 inh	E-selectin induc	RAD52 anneal inh
COc1ccccc1NC(=O)Nc1ccccc1SC	-0.4	0.1	-2.7
Cc1cccc(NC(=O)CSc2nc(NS(=O)(=O)c3ccccc3)cc(=O)[nH]2)c1	-1.2	0.1	-10.1
N=C1CCCN1CC(=O)c1ccc(Cl)cc1	-7.6	-0.6	-10.4
COCCn1c(SCC(=O)N2CC(=O)Nc3ccccc32)nc2ccccc2c1=O	4.8	0.9	-15.4
Cc1[nH]nc2c1/C(=N\O)CCC2	1.8	-0.1	-9.2
c1ccc2sc(NC3=NCN(CC4CCCO4)CN3)nc2c1 (stereo not drawn)	-2.0	3.2	4.4
O=[N+]([O-])c1ccc(N2CCC(O)CC2)nc1	5.5	-0.2	-7.3
C=CCn1c(SCC(N)=O)nnc1-c1cnccn1	8.4	7.7	4.5
Cc1ccnc(SCC(N)=O)n1	1.0	1.9	-24.4
Cc1cccc(-n2c(C)cc(/C=C3/C(=N)N4C(c5ccccc5)=CSC4=NC3=O)c2C)c1	1.8	1.3	-28.2
Cc1cc(C)c(S(=O)(=O)N2CCCOC2CNC(=O)C(=O)NCCCn2ccnc2)c(C)c1 (stereo not drawn)	7.9	0.4	-8.4
NC(=O)C1(N2CCCCC2)CCN(C(=S)Nc2cc(F)cc(F)c2)CC1	1.5	u	-2.0
CC1=NNC(=O)C1CCC(=O)N/N=C/c1ccccc1 (stereo not drawn)	2.1	0.0	4.0
COc1cc2c(cc1OC)CN(Cc1cc(OC)c3c(c1)OCO3)CC2	-1.3	0.0	-2.9
Nc1sc(-c2ccccc2)cc1C(=O)NCCc1c[nH]c2ccccc12	0.7	0.6	-13.8
COc1ccccc1C(CNC(=O)COc1cc(C)ccc1Cl)N1CCCC1 (stereo not drawn)	3.6	-0.6	-37.1
COc1ccc(S(=O)(=O)N2CCOCC2)cc1NC(=O)[C@@H]1CCCN1C(=O)c1cccs1	0.5	2.4	-18.3
Oc1c(N=Nc2nn[nH]n2)ccc2ccccc12	-0.6	0.3	-76.8
COc1ccccc1CNC(=O)COC(=O)c1ccc(C)c(S(=O)(=O)N2CCOCC2)c1	1.2	-2.4	-6.4
CCCC(=O)N1CC2(CN(C(=O)C3CCC3)C2)c2c(n(C)c3cc(OC)ccc23)[C@H]1CO	0.2	-0.3	4.6
Cc1nc(N2CCN(C(=O)c3ccco3)CC2)c2c3c(sc2n1)CC(C)CC3 (stereo not drawn)	-1.5	0.9	-25.9
CC(=O)N(CC(=O)O)c1ccccc1	6.6	-2.5	-3.3
COc1ccc(NC(=O)Cc2coc3cc(C)c(C(C)C)cc23)cc1S(=O)(=O)N1CCOCC1	3.2	-2.8	5.6
CCOC(=O)[C@]12CCC=C1N(Cc1ccco1)C(=O)[C@H](CC(=O)NCCCCc1ccccc1)C2	0.9	-0.1	-38.8
CCOC(=O)CSc1nnc(NC(=O)NC(C)C)s1	-5.1	5.0	-14.6
CC(=O)C1=C(C)N(Cc2ccc(Br)cc2)C(=S)NC1c1cccc(F)c1 (stereo not drawn)	-0.5	2.0	-19.0
Cc1cc(C)cc(OCc2nnc(N)s2)c1	1.1	5.0	-1.1
Cc1nn(C2CC(O)C(O)C(CO)O2)c(=O)[nH]c1=O (stereo not drawn)	0.4	-0.4	-11.0
COC(=O)NNC(=O)c1ccc(Cl)cc1Cl	-2.2	-0.1	0.3
CCOC(=O)c1cnc2c(C)cc(Cl)cc2c1N1CCN(C)CC1	0.2	0.7	4.2
CCCC#Cc1ccc([C@H]2[C@@H](CO)N(C(=O)NC(C)C)[C@@H]2CNC(C)=O)cc1	-0.2	-0.2	-43.6
O=C(NCc1ccco1)/C(=C/C=C/c1ccccc1)NC(=O)c1ccco1	-1.4	-0.5	-7.2
COc1ccc(N(C(=O)c2ccc(C)cc2)S(=O)(=O)c2cccs2)cc1	0.2	1.8	-9.8
Cc1ccc(S(=O)(=O)N(C)c2ccc3sc(C)nc3c2)cc1	3.0	1.3	-15.8
Cc1ccc(CN2CCN(Cc3cnc(N4CCOCC4)s3)CC2CCO)o1 (stereo not drawn)	-1.7	0.2	-8.6
Oc1ccccc1CNc1cccc2cccnc12	-1.5	-0.1	3.3
CCOC(=O)Cc1c(-c2cccc(Br)c2)nc2c3ccccc3ccn12	0.5	0.1	-62.3
COc1ccccc1OCc1nc(C#N)c(N2CCCC2)o1	-1.5	10.2	-11.2
NS(=O)(=O)c1ccc(CCNC(=O)CNC(=O)Cc2cccc3ccccc23)cc1	-1.5	1.0	-10.0
COc1ccc(C2CC(c3cccs3)=NN2c2ccc(C=O)cc2)cc1 (stereo not drawn)	11.7	1.5	i
CSc1ccc(C(=O)NCC2CCN(C(=O)C(=O)c3cc4ccccc4o3)CC2)cc1	3.3	0.2	-14.0
O=C1C(Cc2ccccc2)NC(=S)N1Cc1ccccc1 (stereo not drawn)	2.7	0.3	-2.9
O=C1NC[C@@H](CCCCN2C[C@H](Cc3ccccc3)N(CCc3ccc(O)cc3)C(=O)C2=O)N(CC2CCCCC2)C1=O	-11.1	-0.1	1.4
CC(=O)c1c(C)[nH]c(C(=O)CSc2nnc(C)s2)c1C	-3.0	0.2	-15.0
O=C(Nc1nc2ccccc2[nH]1)c1ccccc1O	1.9	-0.1	-4.2
COc1ccc(C(C(=O)NCc2ccccc2)n2c(=O)c(-c3ccco3)nc3ccccc32)cc1 (stereo not drawn)	-1.1	-0.1	-23.3
COc1cccc(CN2CCNC(=O)C2CC(=O)NCCc2cccc(C)n2)c1OC (stereo not drawn)	2.0	17.4	-27.5
CC(=O)NNc1nc(-c2ccc(NC(C)=O)cc2)cs1	-4.8	-0.3	-7.7
O=C(NCc1ccc(F)cc1F)[C@@H]1CCCN1C(=O)[C@@H]1CCCN1C(=O)c1cccs1	-1.3	-0.1	-6.9
NC(=O)C1=C(N)c2ccccc2C1c1ccccc1 (stereo not drawn)	-1.6	0.2	-8.4
COc1ccc2c3c(n(C)c2c1)[C@H](CO)N(CC1CC1)CC31CN(C(=O)c2cccc(F)c2)C1	-2.8	0.0	-33.2
COc1ccc(-c2cscc2N)cc1	0.4	0.5	-14.1
COc1ccc(CCC(=O)N2c3ccccc3N=C(c3ccc(C(F)(F)F)cc3)C2C(=O)NC(C)C)cc1 (stereo not drawn)	-0.4	0.0	-13.4
CN(CC(=O)N1CCOCC1)C(=O)CSc1nc2ccccc2s1	1.3	0.2	-5.0
CCOc1ccccc1NC1=C(OC)C(=O)C(Nc2ccccc2OCC)=C(OC)C1=O	1.9	0.1	-2.5
CC1(C)OC(=O)C2=C(CC(CCc3ccccc3)OC2CCc2ccccc2)O1 (stereo not drawn)	-3.8	0.2	-27.1
CSc1ncccc1C(=O)OCC(=O)NC1CCCc2ccccc21 (stereo not drawn)	0.9	0.1	-3.7
O=C(Cn1[nH]c(=O)c2ccccc2c1=O)OCC(=O)c1ccc(F)cc1	0.2	0.3	-3.9
COc1cccc(-c2nc3nc(C)cc(C)n3c2Nc2ccc3c(c2)OCCO3)c1	1.1	-0.2	-2.9
CCCCNC(=O)C(=O)N/N=C/c1ccc(OCc2ccccc2)cc1	-1.1	0.8	-3.2

This is a subset; the hit share may differ from the screen's.
